Bioassay records (PubChem)
G9a block: blocks human histone lysine methyltransferase G9a; G9a H3K9 monomethylation, AlphaScreen, 2 h; Potency, µM (titrated, usually from 102 µM), inactives show at the highest dose activity, negative = inhibition, usual class: inhibitors; AID 504332; hit rate 8.8% among 350,000; Q96KQ7; further: potency means the concentration at half of the fitted maximal effect; on the % scale 0 is the no-effect control and ±100 the full control effect; nearly all actives have a fitted effect of over 75% in size
Target sequence (Q96KQ7 913-1193 limits assumed): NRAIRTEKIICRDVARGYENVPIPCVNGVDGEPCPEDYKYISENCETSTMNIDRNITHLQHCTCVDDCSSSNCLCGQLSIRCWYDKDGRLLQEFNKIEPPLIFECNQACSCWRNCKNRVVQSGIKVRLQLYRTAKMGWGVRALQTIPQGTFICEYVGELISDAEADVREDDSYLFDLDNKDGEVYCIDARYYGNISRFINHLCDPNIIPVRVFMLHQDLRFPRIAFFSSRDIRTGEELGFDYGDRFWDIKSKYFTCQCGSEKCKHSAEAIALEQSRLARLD
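Enzyme 20 nM + cpd, 15 min RT; add b-H3K9 pep 500 nM / SAM 20 uM; 2 h RT; anti-H3K9me1 Ab 0.5 ug/mL + SA donor / anti-rabbit acceptor beads 20 ug/mL each, 10 min; AlphaScreen read.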
BAZ2B block: BAZ2B (human) inhibition; Q9UIF8; AID 504333; hit rate 4.4% among 360,000; Potency, µM (top dose mostly 114 µM), for inactives: at the top dose activity change, negative = inhibition, actives largely listed as inhibitors; AlphaScreen BAZ2B-H3K14Ac peptide displacement; further: potency means the concentration at half of the fitted maximal effect; on the % scale 0 is the no-effect control and ±100 the full control effect; nearly all actives have a fitted effect of over 60% in size
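AlphaScreen luminescence quantifies BAZ2B engagement of H3K14Ac peptide; the protein and biotinylated peptide are both at 50 nM final, buffer PBS pH 7.4 with 0.01% Tween-20, all steps at room temperature.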
PI4K2A block: PI4K2A (human) kinase inhibition | Q9BTU6 | purified PI4K2A, ADP-Glo luminescence, 1 h; stronger effect = lower value | activity change, negative = inhibition, % at 76.9 µM | hit rate 0.13% among 420,000 | AID 1346378; in the data active means activity change below about -50%; inconclusive means mostly about -30% to -49%;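 further: -100% = wells without enzyme as full effect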
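Compounds are screened against recombinant PI4K2A using PI as substrate and ATP, the latter dispensed at 300 microM. Reactions run one hour at ambient temperature before ADP-Glo detection; full inhibition defined by wells lacking enzyme.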
PGK inhibitor: inhibitors of T. brucei phosphoglycerate kinase. PGK/GAPDH coupled, Kinase-Glo luminescence, 60 min. Potency, µM (top dose mostly 57.5 µM), without a hit: at the top dose activity change, negative = inhibition, hits mostly inhibitors. hit rate 0.043% among 380,000; further: potency means the concentration at half of the fitted maximal effect; on the % scale 0 is the no-effect control and ±100 the full control effect; nearly all actives have a fitted effect of over 60% in size
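Luminescent ATP detection (Kinase-Glo Plus) follows a 60-minute room-temperature incubation, with wells lacking PGK as controls. Buffer: 100 mM TEA (pH 7.6), 5 mM MgCl2, 0.01% Tween-20. Coupling enzyme GAPDH (100 nM final) supplies unstable 1,3-BPG in-well.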
JMJD2A Tudor: inhibitors of human JMJD2A Tudor domain; O75164; AlphaScreen JMJD2A-Tudor / H3K4me3 peptide binding; Potency, µM (top dose mostly 114 µM), for the others: top-dose activity change, negative = inhibition, actives largely listed as inhibitors; hit rate 4.4% among 390,000; AID 504339; further: potency means the concentration at half of the fitted maximal effect; on the % scale 0 is the no-effect control and ±100 the full control effect; nearly all actives have a fitted effect of over 50% in size
GLS inhibitor: glutaminase GLS (human) inhibition; Potency, µM (top dose mostly 45.5 µM), inactives show top-dose activity change, negative = inhibition, usual class: inhibitors; GLS enzymatic activity, qHTS titration; O94925; hit rate 0.21% among 410,000; AID 624170; further: potency means the concentration at half of the fitted maximal effect; on the % scale 0 is the no-effect control and ±100 the full control effect
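Assay buffer: 45 mM KH2PO4 pH 8.2, 0.02% Tween-20. hKGA acts on L-glutamine (1 mM solution added); product glutamate is reported by an oxidase/peroxidase Amplex Red coupling, with fluorescence taken at baseline and 30 min.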
HP1b binding inh: blocks HP1-beta chromodomain binding to methylated histone tails; P83916; AlphaScreen HP1-beta / biotin-H3K9me3 peptide binding; Potency, µM (top dose mostly 114 µM), for inactives: at the highest dose activity change, negative = inhibition, usual class: inhibitors; hit rate 0.56% among 390,000; further: potency means the concentration at half of the fitted maximal effect; nearly all actives have a fitted effect of over 70% in size; inactives centre near 23
Target sequence (P83916 whole entry, looked up): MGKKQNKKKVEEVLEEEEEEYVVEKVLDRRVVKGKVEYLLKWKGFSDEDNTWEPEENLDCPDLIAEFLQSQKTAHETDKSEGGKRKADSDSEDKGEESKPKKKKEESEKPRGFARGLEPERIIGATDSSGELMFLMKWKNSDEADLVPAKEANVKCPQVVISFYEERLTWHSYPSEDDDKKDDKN
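AlphaScreen: HP1-beta (50 nM) preformed 30 min with biotin-H3(1-18)K9me3 peptide (50 nM) in PBS pH 7.4, 0.01% Tween-20. Compound added for 30 min at RT, then streptavidin donor/nickel chelate acceptor beads (10 ug/mL) for 30 min.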
ERG-DNA inh: ERG Ets/DNA interaction inhibition; AID 624246; fluorescence polarization, His-ERG Ets domain / labelled DNA; hit rate 0.028% among 370,000; Potency, µM (top dose mostly 76.9 µM), for inactives: at the highest dose FP activity, negative = inhibition, hits mostly inhibitors; P11308; active means well fitted inhibition curve with a large enough effect in the polarisation, with a control signal flat; inconclusive means small, poorly fitted or top-dose-only effect, or effect the other way, or a change in a side signal; inactive means no such curve, though single readings can be large or run the other way; the % refers to the polarisation;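 further: polarization taken with two DNA probes labelled with fluorescein and Texas red; potency means the concentration at half of the fitted maximal effect; % of control where 0% means no effect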
Target sequence (P11308 whole entry, looked up, the tested form may be a part): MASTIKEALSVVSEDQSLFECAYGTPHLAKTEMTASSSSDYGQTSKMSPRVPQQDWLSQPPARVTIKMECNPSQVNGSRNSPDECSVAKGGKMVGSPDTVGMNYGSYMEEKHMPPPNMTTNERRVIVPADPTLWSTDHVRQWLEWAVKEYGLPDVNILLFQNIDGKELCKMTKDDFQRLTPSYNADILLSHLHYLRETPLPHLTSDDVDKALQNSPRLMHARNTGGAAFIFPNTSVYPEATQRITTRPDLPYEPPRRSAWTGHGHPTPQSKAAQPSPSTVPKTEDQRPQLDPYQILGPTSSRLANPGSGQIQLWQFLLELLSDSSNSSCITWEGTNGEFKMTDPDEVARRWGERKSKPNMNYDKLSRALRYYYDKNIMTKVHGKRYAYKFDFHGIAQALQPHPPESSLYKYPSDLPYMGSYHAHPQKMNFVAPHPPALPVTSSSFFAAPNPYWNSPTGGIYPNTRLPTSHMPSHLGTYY
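His-tagged ERG Ets domain (1 uM in the protein solution; 300mM KCl, 50mM Tris-HCl, 1mM EDTA, 1mM DTT, pH 7.5) received compound, then a probe mix of 5 nM fluorescein-DNA and 100nM Texas-615-DNA. Fluorescence polarization was read for both dyes.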
Pin1 inhibitor: blocks the human prolyl isomerase Pin1 | Q13526 | Pin1 FP peptide displacement, HiFluor488, 10 min | Potency, µM (doses to about 115 µM), for inactives: top-dose activity, negative = inhibition, most hits filed as inhibitors | hit rate 0.009% among 390,000; active means well fitted inhibition curve with a large enough effect in the polarisation, with a control signal flat, not every such curve was filed as active; inconclusive means small, poorly fitted or top-dose-only effect, or effect the other way, or a change in a side signal; inactive means no such curve, though single readings can be large or run the other way; the % refers to the polarisation; further: potency means the concentration at half of the fitted maximal effect; on the % scale 0 is the no-effect control and ±100 the full control effect
* hit, by the source's call; i = inactive; ? = inconclusive; / = no result given; [ ] = dose if it differs, or a comment. Unless noted, the call rests on the fitted dose curve; in most records, active means well fitted curve in the direction sought with a large enough effect; inconclusive means small, poorly fitted or top-dose-only effect, or another doubt; inactive means no such curve, though single readings can be large; an effect the other way counts as inactive or inconclusive.

SMILES	G9a block	BAZ2B block	PI4K2A block	PGK inhibitor	JMJD2A Tudor	GLS inhibitor	HP1b binding inh	ERG-DNA inh	Pin1 inhibitor
Cc1ccc(OCCCC(=O)Nc2ccc(Br)cc2)cc1	-2%	0%	-7	6%	2%	3%	16%	4%	6%
CCOC(=O)c1c(C)n(-c2ccc(C)cc2)c2ccc(OCC(O)CNCCCO)cc12 (stereo not drawn)	8.9µM*	?	-5	-9%	?	-12%	-21%	-10%	13%
Cc1ccc(CSc2nnc(NC(=O)C3COc4ccccc4O3)s2)cc1 (stereo not drawn)	23%[59 µM]	7%	-7	-3%	-4%	-10%	70%[activator]	6%	6%
Cc1cccc(N2CCN(C(=O)Cn3ncc4c3-c3cc(C)ccc3OC4)CC2C)c1 (stereo not drawn)	?	32µM*	-3	1%	?	16%	-9%	-1%	3%
Nc1[nH]nc2nc(-c3ccccc3)[nH]c(=O)c12	14%[0.501 µM]	5%	-7	-9%	-7%	29%	50%[activator]	-5%	7%
Cn1cc(CCNC(=O)CCc2nnc(CCCCc3ccccc3)o2)cn1	/	-2%	-12	-9%	1%[11.4 µM]	-1%	-3%	9%	1%
COc1ccc(-c2ccc3c(N)c(C(=O)NC(C)C)sc3n2)cc1OC	-44%	-1%	1	-7%	23%	-1%	76%[activator]	1%	-2%
C=CCNc1nnc(SCC(=O)N2CCCCC2)c2ccccc12	50µM*	-2%	3	6%	-1%	-1%	27%	6%	?
CC(c1ccccc1)N1C(=O)NC(NC(=O)C(C)(C)C)(C(F)(F)F)C1=O (stereo not drawn)	22%[59 µM]	7%	0	-8%	9%	-5%	34%	-5%	7%
CC1=C([N+](=O)[O-])C(c2ccc(Cl)cc2)NC(=O)N1 (stereo not drawn)	6%	-18%	-2	-10%	-10%	-19%	54%[activator]	-5%	-7%
Oc1ccccc1-c1cc(-c2ccc(F)cc2)n[nH]1	-4%[0.501 µM]	10%	-2	-5%	-16%	3%	69%[activator]	-9%	-7%
NS(=O)(=O)c1ccc(CCNC(=O)CCc2ccccc2)cc1	/	/	-5	4%	4%	6%	31%	-2%	9%
Cn1c(CNC(=O)C(Cc2ccccc2)NC(=O)c2ccccc2F)cc(=O)n(C)c1=O (stereo not drawn)	9%	0%	5	i	-22%	-3%	37%[activator]	-2%	-9%
COc1ccc(N2CC(NS(=O)(=O)c3cccnc3)CC2=O)cc1OC (stereo not drawn)	?	-8%	-4	-6%	-8%	-4%	23%	-10%	-1%
COc1ccccc1C1(O)CC2CCC(C1)N2S(=O)(=O)c1ccc(C(C)=O)cc1 (stereo not drawn)	15%	7%	-7	-4%	-26%	14%	13%	/	-9%
Cc1ccc(C(=O)NNc2ncnc3c2cnn3C)cc1	/	6%	5	-1%	-3%	5µM*	22%	0%	0%
CCCC12CN3CC(C)(CN(C1)C3c1ccc3c(c1)OCO3)C2=O (stereo not drawn)	1%[2.33 µM]	4%	-2	-8%	-1%	9%	26%	-5%	-2%
Cc1ccc(S(=O)(=O)N2CCCC(C(=O)O)C2)s1 (stereo not drawn)	?	-3%	-11	-2%	?	4%	13%	5%	0%
NC(=O)COc1cccc(/C=N/NC(=O)c2ccc(-n3cccc3)cc2)c1	53%[activator][59 µM]	-11%	7	i	-24%	-5%	14%	18%	2%
COc1ccc(CCNc2ccc(C(CC(N)=O)NC(=O)c3ccccc3)cc2[N+](=O)[O-])cc1 (stereo not drawn)	3%[12.7 µM]	4%	0	-10%	-18%	3%	21%	-3%	?
Nc1nc(N2CCN(C(=O)c3ccco3)CC2)nc2ccc(Br)cc12	50µM*	-36%	5	8.9µM*	-15%	1%	49%[activator]	24%	?
COc1ccc(C(=O)COC(=O)COc2cccc3c2OC(C)(C)C3)c(OC)c1	?	3%	-2	-3%	-10%	0%	24%	17%	?
CCOc1ccc(NC(=O)c2oc3ccccc3c2NC(=O)Cc2ccc(F)cc2)cc1	7%[59 µM]	-10%	6	-3%	-18%	-6%	16%	2%	-2%
CC1C(=O)N2CCCc3cc(NC(=O)C(=O)NCc4cccnc4)cc1c32 (stereo not drawn)	-3%	-7%	1	-4%	-6%	-4%	25%	-6%	5%
CC(=O)Oc1ccccc1C1=NN(C(=O)/C=C/c2ccccc2)C(c2ccccc2)C1 (stereo not drawn)	-7%[59 µM]	-28%	-3	-7%	-31%	7%	11%	10%	21%
CC1Cc2ccccc2N1C(=O)CCn1c(=O)sc2ccccc21 (stereo not drawn)	29%[12.7 µM]	1%	-3	i	-9%	3%	41%[activator]	2%	2%
Cc1ccccc1-c1nc(CN2CCC(C(=O)NCCCN3CC(C)CC(C)C3)CC2)c(C)o1 (stereo not drawn)	4%[59 µM]	-8%	-1	7%	-3%	/	12%	0%	-1%
CC(=O)Nn1c(COc2ccccc2C)nc2ccccc2c1=O	8%	6%	-1	-2%	-9%	12%	42%[activator]	-3%	0%
COc1ccc(CN(C)C(=O)C2CCN(S(=O)(=O)c3cccs3)CC2)cc1F	-7%[2.33 µM]	5%	9	-9%	-4%	-1%	35%	-10%	1%
CCC1CCCCN1CCN1C(=O)C2C(C(=O)Nc3cccc(OC)c3)C3C=CC2(O3)C1C(=O)NC1CCCCC1 (stereo not drawn)	?	-4%	-3	-5%	-21%	14%	8%	10%	-2%
C/C(=C\c1ccccc1)C(=O)Nc1ccc(Cl)cn1	100%[activator]	44%[activator]	-5	0%	40%[activator]	2%	122%[activator]	34%[activator]	0%
Cc1cc(C)n(CC(O)COc2ccccc2)n1 (stereo not drawn)	9%[12.7 µM]	4%	6	i	-14%	-6%	15%	-15%	-5%
COc1cc(OC)cc(C(=O)Nc2nc(CC(=O)NCc3ccccc3OC)cs2)c1	?	-31%	0	-8%	?	-1%	12%	-4%	9%
COc1ccc(-n2c(SCC(=O)Nc3cc(C)cc(C)c3)nc3c(oc4ccccc43)c2=O)cc1	10%[59 µM]	1%	-10	-2%	0%	5%	25%	-1%	16%
CCOc1ccccc1N1CN(C2CCCCC2)CNC1=S	-1%	-15%	-11	6%	-14%	9%	16%	-3%	-1%
COc1cc(/C=C/c2nnc3c4ccccc4ncn23)cc(OC)c1OC	?	2%	1	-5%	-21%	6%	13%	2%	5%
Cc1cccc(NS(=O)(=O)c2ccc3c(c2)CCCN3C(=O)C2CCC2)c1C	-30%[59 µM]	2%	-1	-7%	-12%	-9%	11%[57 µM]	-1%	10%
O=C(NCC1CCCO1)c1cccc(NC(=O)c2ccc(Br)cc2)c1 (stereo not drawn)	6%	-5%	-1	5%	-16%	?	53%[activator]	-2%	0%
CCOc1ccc(S(=O)(=O)Nc2cc(Cl)ccc2O)cc1	-7%[12.7 µM]	-39%	-7	-1%	?	24%	?	3%	-5%
N#C/C(=C/c1ccc(OCc2ccc(C(=O)O)cc2)c(Br)c1)c1cccc(F)c1	-51%	?	-5	-9%	56µM*	-7%	5%	-11%	/
CC1(C)CC(=O)c2cc(-c3nc(-c4ccc(Cl)cc4)cs3)c(=O)n(-c3ccc(F)cc3)c2C1	?	6%	2	0%	-10%	1%	15%	-7%	-10%
O=C1/C(=C/c2cccs2)COc2ccccc21	6%	0%	-14	-22%	-6%	5%	17%	-6%	4%
S=c1nc(COc2ccccc2)[nH]c2ccccc12	18µM*	-3%	2	0%	-28%	-17%	-11%	-2%	-3%
COC(=O)CN1C(=O)C(C)=C(c2ccc(C)cc2)S1(=O)=O	7%[12.7 µM]	4%	-6	-3%	-5%	2%	36%	-6%	-4%
CC(C)OCCCNC(=S)N1CCC(C(=O)c2ccc3c(c2)OCCO3)CC1	-39%	-5%	7	-1%	-18%	1%	34%	-2%	-3%
CN1CCN(Cc2cccc(Oc3ccccc3)c2)CC1	71µM*	0%	0	-3%	-20%	-6%	18%	/	2%
O=C(NC(Nc1nc2ccc([N+](=O)[O-])cc2s1)(C(F)(F)F)C(F)(F)F)c1ccccc1Cl	79µM*	-38%	3	?	?	-4%	3%	23%	41%[activator]
CCOc1ccc(-n2cc(C(=O)Nc3ccccc3OCC)c3cc(OC)c(OC)cc3c2=O)cc1	-7%[59 µM]	-4%	3	i	-20%	-11%	-2%	1%	-5%
CCS(=O)(=O)N1CCN(S(=O)(=O)c2ccc3ccccc3c2)CC1	/	-4%	16	i	-9%	-5%	51%[activator]	2%	-3%
CCCCn1c(N)c(N(CC)C(=O)C2COc3ccccc3O2)c(=O)[nH]c1=O (stereo not drawn)	-35%	16%	-4	-4%	-10%	-6%	-3%	-16%	-8%
CCOCCCNC(=S)Nc1ccc2nc(N3CCN(CC)CC3)cc(C)c2c1	32µM*	1%	1	i	-25%	13%	30%	0%	-8%
Nc1nonc1-n1nnc(C(=O)N/N=C/c2ccc(OCc3ccccc3)cc2)c1CNc1ccccc1	34%	-5%	1	3%	7%	-25%	31%	-19%	6%
COc1ccc(-n2nnnc2C2CCN(S(=O)(=O)c3ccc(C)cc3)CC2)cc1	2%[59 µM]	-1%	-5	i	-8%	1%	61%[activator]	-4%	12%
